# Assay outcomes: PubChem BioAssay, several laboratories
# IEC-6 tox: cytotoxicity in IEC-6 intestinal epithelial cells, primary screen, cytotoxicity control for KLF5 inhibitor project, cell-based, luminescence | hit rate 0.78% among 290,000 | inhibition, % at 5 µM | IEC-6 cytotoxicity, luminescence viability; in the data active = inhibition above about 22%;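 note: 0% = plate median of test compound wells and 100% = cytotoxic reference compound wells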
# KLF5 inh: KLF5 expression inhibitors, primary screen, DLD-1 cells, luminescence; DLD-1 KLF5 promoter-luciferase reporter; inhibition, % at 5 µM; hit rate 0.23% among 290,000; AID 1700, 2009;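 active = inhibition above a per-plate limit of that plate's mean compound inhibition plus 3 SD, cut at about 60% in these data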;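 note: 0% = DMSO wells and 100% = LY294002 at 200 µM; higher means less KLF5 promoter-driven luciferase light; inactives centre near -14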
# HSP90 refold inh: HSP90 inhibitors, primary screen, cell lysate, luminescence; hit rate 0.91% among 290,000; Rabbit reticulocyte lysate, luciferase refolding luminescence, 3 h; Heat shock protein HSP 90 (rabbit reticulocyte lysate; luciferase refolding); inhibition, % at 5.6 µM;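 active = inhibition above the screen-wide mean plus 3 SD, computed separately per campaign, cut at about 16% in these data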;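 note: 0% = DMSO wells and 100% = 60 µM geldanamycin wells; inhibitors lower the luminescence because luciferase stays unfolded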
# SKKanGAS inh: S. pyogenes SKKanGAS growth inhibitors in kanamycin, primary screen, streptokinase expression inhibitor project, SKKanGAS strain, BacTiter-Glo luminescence. 6 h. hit rate 1.3% among 300,000. inhibition, % at 7.5 µM;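 active = mean replicate score, as percent of positive control median, at least 50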;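 note: strain carries kanamycin resistance gene driven by streptokinase promoter and grows in 40 µg/ml kanamycin; loss of luminescence reflects streptokinase promoter inhibition or plain growth inhibition; 0% = median of DMSO wells and 100% = positive control at its reference dose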
# HSF-1 act: HSF-1 activators, primary screen, NIH3T3-HGL cells, MG132 stress, luminescence, single point; NIH3T3-HGL HSF-1 luciferase reporter, 8 h; 100% = twice DMSO control signal; hit rate 1.7% among 300,000; AID 504408, 2011; activation, % at 9 µM;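 active = mean replicate activation of at least 50% with a set share of replicates each reaching 50%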;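 note: 0% = median of the neutral control wells and 100% = twice that signal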
# AI-2 QS modul: Vibrio harveyi AI-2 quorum sensing modulators, primary screen, JMH597 strain, luminescence/OD600 ratio. Vibrio harveyi JMH597 AI-2 luminescence/OD600 ratio, 9 h; stronger effect = lower value; strain lacks LuxN and CqsS sensors; 0 = neutral-control median. activity change, % at 7.5 µM. hit rate 0.4% among 300,000; in the data active = activity change below about -75%, passing the limit was not always enough;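 note: luminescence divided by OD600 gain over 9 h not by final OD600 alone; inactives centre near 13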
# aSyn 5UTR inh: MLPCN primary screen, SNCA 5' untranslated region; alpha-synuclein 5'UTR reporter, inhibitor activity; hit rate 0.82% among 300,000; inhibition, % (tested at 7.5 µM); in the data active = inhibition above about 60%;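 note: H4 neuroglioblastoma cells stably carrying SNCA 5'UTR luciferase fusion; 0% = DMSO wells and 100% = positive control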
# Platelet DG rel: inhibitors of platelet dense granule secretion, primary screen, cell-based, MLPCN, human platelets; inhibition, %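 (compounds screened at 7.5 µM in platelet-rich plasma)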; hit rate 0.22% among 300,000; AID 1663, 2009; human platelet-rich plasma, SFLLRN dense granule ATP release, luminescence;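 active = mean replicate score, as percent of positive control, at or above 50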
# HSF1 inhib: HSF1 inhibitors in luciferase reporter cells, primary screen, cell-based, NIH3T3, luminescence; hit rate 0.77% among 300,000; NIH3T3-HGL HSE-luciferase, MG132-induced, luminescence 8 h; stronger effect = lower value; activity change, negative = inhibition, % at 7.5 µM (by protocol);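 active = more than half of replicate wells show activity change below -50%, luminescence cut by over half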;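 note: luciferase reports HSF-1 transcriptional activity via heat shock element; 0% = median of DMSO wells and -100% = zero luminescence signal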
# HIF activator: HIF pathway transcriptional activators, primary screen, cell-based, U2OS HRE-luciferase, luminescence. U2OS HRE-luciferase reporter; normalized: DMSO 0%, desferrioxamine 100%. activation, % at 7.5 µM (by protocol). hit rate 0.32% among 300,000. AID 1910, 2009;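 active = mean activation of at least 10% of the iron chelator positive control signal, with at least half of replicates also reaching 10%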
# * = called active by the depositor; x = not tested or not shown.
1. CCNc1nc(NCC)n2c(SCC(=O)Nc3ccc(Br)cc3F)nnc2n1
2. c1ccc2c(NC3C4CC5CC(C4)CC3C5)nc(N3CCOCC3)nc2c1 (centres undefined)
3. CCN1CCN(CCC(=O)Nc2ccccc2C)CC1
4. Cc1nnc(NC(=O)C2CC(=O)N(Cc3ccccc3)C2)s1 (centres undefined)
5. CC(=O)c1ccc(OCC(=O)Nc2ccccc2C(=O)NC2CC2)cc1
6. C=CCCC(=O)N1CCC(Oc2cccc(C(=O)NCc3ccccn3)c2)CC1
7. O=C1NC(c2ccccc2)=C(c2ccc3ccccc3n2)C(c2ccc(F)cc2)N1 (centres undefined)
8. COc1ccccc1-n1cc(-c2ccc([N+](=O)[O-])cc2)[nH]c1=S

compound no.	1	2	3	4	5	6	7	8
IEC-6 tox	x	-6	-7	1	-6	2	2	-3
KLF5 inh	x	-35	-46	-8	-15	-19	-2	-55
HSP90 refold inh	x	-3	-2	-5	-2	0	-1	2
SKKanGAS inh	-10	6	-3	-2	3	1	-2	4
HSF-1 act	2	13	-2	-4	0	-3	21	35
AI-2 QS modul	22	42	26	24	8	26	55	12
aSyn 5UTR inh	11	-4	-3	1	1	-5	-12	-41
Platelet DG rel	11	1	-10	20	0	2	3	8
HSF1 inhib	6	3	2	-8	10	-10	-3	6
HIF activator	-0.4	0.1	-0.4	0.1	-0.5	0.1	-0.6	1.0

9. Cc1nc2ccccc2n1/C(=N/S(=O)(=O)c1ccc(Br)cc1)c1ccccc1
10. COC(=O)c1cc(NS(=O)(=O)c2ccc(N3CCOCC3)c([N+](=O)[O-])c2)cc(C(=O)OC)c1
11. CS(=O)(=O)NCCn1ccc2ccccc21
12. CC(C)CN(CC(C)C)S(=O)(=O)N1CCC(C(=O)NCc2cccs2)CC1
13. CN(CCc1ccccn1)C(=O)CCNC(=O)Cn1cnc2ccccc2c1=O
14. C/C(=N\Nc1ncc(Cl)cc1Cl)c1ccc2c(c1)OCO2
15. CC(=O)Nc1ccc(S(=O)(=O)Nc2ccc3c(c2)OCO3)cc1
16. COc1ccc(CCNC(=O)CCCCCN2C(=O)c3ccccc3C2=O)cc1

compound no.	9	10	11	12	13	14	15	16
IEC-6 tox	2	2	2	4	0	7	-1	-4
KLF5 inh	-2	13	-50	-11	-40	3	-32	-26
HSP90 refold inh	4	3	2	-3	-1	5	0	-7
SKKanGAS inh	-1	11	0	-3	0	-6	0	5
HSF-1 act	-9	6	-16	13	16	x	-16	-14
AI-2 QS modul	11	29	4	13	26	24	23	17
aSyn 5UTR inh	-19	-1	-1	16	4	-79	-3	-11
Platelet DG rel	9	-2	6	23	-1	13	5	-2
HSF1 inhib	-4	5	0	4	-7	x	-1	-2
HIF activator	-0.1	-0.2	0.0	0.2	-0.7	1.2	-0.4	-0.8

17. COc1ccccc1OCCOc1ccc(/C=C2/C(=N)N3OC(C)=CC3=NC2=O)cc1OC
18. COc1ccc(C(=O)NC2CC2)cc1OC1CCN(Cc2cnn(C)c2)CC1
19. CCOc1cc(C(=O)Nc2ccc(S(=O)(=O)Nc3nnc(CC)s3)cc2)cc(OCC)c1OCC
20. CCc1cccc2c1NC(=O)C2(O)CC(=O)c1cccs1 (centres undefined)
21. O=C1Nc2ccccc2N(O)N1c1ccc(S(=O)(=O)Nc2ccccn2)cc1
22. Oc1c(CN2CCCCC2)cc(Br)c2cccnc12
23. O=C(N/N=C/C(Cl)=C/c1ccc([N+](=O)[O-])cc1)C(=O)Nc1ccc(C(=O)O)cc1
24. CCC(Sc1ccc(C(=O)O)cc1)C(=O)O (centres undefined)

compound no.	17	18	19	20	21	22	23	24
IEC-6 tox	2	7	-1	6	0	-6	2	-5
KLF5 inh	-56	11	-19	-21	-16	41	-14	-32
HSP90 refold inh	0	1	-5	-3	-3	7	1	-1
SKKanGAS inh	13	7	23	1	-19	58*	-4	2
HSF-1 act	-32	0	-3	-7	-5	-58	22	-2
AI-2 QS modul	20	4	24	17	24	-87*	16	6
aSyn 5UTR inh	7	7	4	10	-8	112*	3	-4
Platelet DG rel	-1	-1	-27	2	-7	-3	0	-1
HSF1 inhib	-24	-4	-1	-5	-4	-60*	18	-7
HIF activator	-0.2	1.1	-26	-0.3	-0.2	x	0.0	0.3

25. O=C(NCc1ccco1)c1cc(-c2cccs2)nc2ccccc12
26. CC(C(=O)NCc1ccc2c(c1)OCO2)c1ccc([N+](=O)[O-])cc1 (centres undefined)
27. CC(C)Cn1c(N2CCN(CC(=O)Nc3ccc(Cl)cc3)CC2)nc2ccccc21
28. O=C(Nc1c(F)cccc1F)c1cnc(N2CCN(c3ccccn3)CC2)c2ccccc12
29. COc1ccc(NC(=O)Nc2ccc3c(c2)CCC3)cc1OC
30. COc1ccc(CCNC(=O)/C=C/c2ccc3ccccc3n2)cc1OC
31. CSc1ccc(CN(C)C(C)C(=O)NCC2CCCCC2)cc1 (centres undefined)
32. O=S(=O)(c1ccc(Br)c2ccccc12)N1CCCC1

compound no.	25	26	27	28	29	30	31	32
IEC-6 tox	-5	3	-2	2	-1	12	-4	4
KLF5 inh	-21	-9	-20	1	-34	15	-5	-15
HSP90 refold inh	2	-2	-3	11	-1	3	1	-3
SKKanGAS inh	-2	1	17	1	3	-2	-4	2
HSF-1 act	8	4	-1	-6	13	41	-6	10
AI-2 QS modul	12	9	6	14	10	21	15	24
aSyn 5UTR inh	-18	-1	14	-7	-38	13	8	10
Platelet DG rel	16	-4	0	5	0	-6	4	-13
HSF1 inhib	5	-5	0	-14	1	27	0	1
HIF activator	0.5	0.0	-0.4	-1.1	0.4	1.1	-0.6	-29

33. Nc1[nH][nH]c(=O)c1N=Nc1cccc(Cl)c1
34. CC(C)(C)c1csc(NC(=O)c2ccncc2)n1
35. O=C(O)c1ccccc1SCC(=O)N1CCOCC1
36. CC(CCO)Nc1nc2c(c(=O)n(C)c(=O)n2C)n1Cc1cccc(Br)c1 (centres undefined)
37. CCOC(=O)C(C)(C)N(Cc1cccc(C)c1)S(=O)(=O)c1cccc([N+](=O)[O-])c1
38. CCOc1ccc(C2=Nn3c(nnc3-c3ccc(OC)cc3)SC2)cc1
39. COc1cc([C@@H]2[C@H]3CN(C)CC=C3C(C#N)=C(N)C2(C#N)C#N)cc2c1OCO2
40. Cc1ccc(C(=O)Nn2cnnc2)cc1S(=O)(=O)N1CCOCC1

compound no.	33	34	35	36	37	38	39	40
IEC-6 tox	-2	4	4	-1	-8	34*	-2	-4
KLF5 inh	-17	-31	-3	-12	-25	-5	12	-52
HSP90 refold inh	0	-5	3	-1	-3	-2	5	-1
SKKanGAS inh	-4	4	-1	6	8	11	0	-4
HSF-1 act	42	-1	14	-8	21	-12	-4	-42
AI-2 QS modul	-3	34	25	20	-2	6	16	22
aSyn 5UTR inh	-19	-37	6	26	-3	84*	1	-20
Platelet DG rel	-4	5	-2	10	4	-11	10	4
HSF1 inhib	7	-1	-3	-16	2	-13	-9	-27
HIF activator	0.4	-0.2	-0.1	-0.2	-0.3	-2.1	0.2	-0.8

41. O=C(c1ccco1)N1CCN(S(=O)(=O)c2ccc(Cl)s2)CC1
42. COc1ccc(C)cc1NC(=O)NCc1ccco1
43. COc1cc(/C=N/Nc2nc(C)cc(=O)[nH]2)ccc1OC(=O)c1cccnc1
44. O=C(COc1coc(CN2CCc3ccccc3C2)cc1=O)Nc1cccc(F)c1
45. Cc1ccc(OCC(O)CNC(C)c2ccccc2)cc1C (centres undefined)
46. CC(C)n1nnnc1SCC(=O)NCc1cccs1
47. O=S1(=O)CCN2C(c3cccc4ccccc34)=CSC2=N1
48. C=CCOc1c(Br)cc(/C=N/n2c(CC)n[nH]c2=S)cc1Br

compound no.	41	42	43	44	45	46	47	48
IEC-6 tox	2	2	0	x	3	-5	-6	10
KLF5 inh	-11	-11	-6	x	-13	-21	-24	9
HSP90 refold inh	2	1	-3	x	-4	-2	-3	-2
SKKanGAS inh	-3	-4	1	3	-1	3	-5	-2
HSF-1 act	6	-1	-5	8	1	3	26	-27
AI-2 QS modul	22	22	21	-7	21	7	16	18
aSyn 5UTR inh	9	11	-12	3	36	9	26	25
Platelet DG rel	-2	3	-1	-4	5	3	-46	0
HSF1 inhib	-1	4	1	7	0	-4	-5	-13
HIF activator	0.4	-0.6	-0.3	0.3	2.0	-3.1	1.1	-0.1

49. CCOc1ccc(NC(=O)CCC(=O)NNC(=O)COc2ccc(C)cc2)cc1
50. Clc1ccc(-n2nnnc2-c2ccno2)cc1
51. COC(=O)/C(C#N)=C/c1occc1C
52. CCc1ccccc1NC(=O)C1CCCC1
53. OC(COC(c1ccc(F)cc1)c1ccc(F)cc1)CN1CCCC1 (centres undefined)
54. CCc1ccc(-c2csc3ncn(CC(=O)NCc4ccco4)c(=O)c23)cc1
55. NC(=O)C1CCN(C(=O)CSc2nc(O)cc(=O)[nH]2)CC1
56. CCCn1c(CN2CCN(C(=O)OCC)CC2)nc2c1c(=O)n(C)c(=O)n2C

compound no.	49	50	51	52	53	54	55	56
IEC-6 tox	4	0	-4	x	3	-2	-7	-5
KLF5 inh	4	-23	-18	x	-3	-12	-37	-20
HSP90 refold inh	1	-2	1	x	11	-3	-3	-2
SKKanGAS inh	-3	1	-2	-1	4	4	0	0
HSF-1 act	-12	7	-26	5	5	5	-15	-9
AI-2 QS modul	33	10	5	20	17	10	x	7
aSyn 5UTR inh	-2	13	6	2	-6	17	5	7
Platelet DG rel	7	3	-28	-1	1	5	10	7
HSF1 inhib	0	-6	-10	-2	2	2	-1	-2
HIF activator	0.4	-0.1	0.3	-0.1	-26	-0.3	0.3	-0.2

# Structural class: the entries above containing a cyano group (two)
39. COc1cc([C@@H]2[C@H]3CN(C)CC=C3C(C#N)=C(N)C2(C#N)C#N)cc2c1OCO2
51. COC(=O)/C(C#N)=C/c1occc1C

compound no.	39	51
IEC-6 tox	-2	-4
KLF5 inh	12	-18
HSP90 refold inh	5	1
SKKanGAS inh	0	-2
HSF-1 act	-4	-26
AI-2 QS modul	16	5
aSyn 5UTR inh	1	6
Platelet DG rel	10	-28
HSF1 inhib	-9	-10
HIF activator	0.2	0.3

# Another view of part of the listing above.
item	mol	IEC-6 tox	KLF5 inh	HSP90 refold inh	SKKanGAS inh	HSF-1 act	AI-2 QS modul	aSyn 5UTR inh	Platelet DG rel	HSF1 inhib	HIF activator
6	C=CCCC(=O)N1CCC(Oc2cccc(C(=O)NCc3ccccn3)c2)CC1	2	-19	0	1	-3	26	-5	2	-10	0.1
7	O=C1NC(c2ccccc2)=C(c2ccc3ccccc3n2)C(c2ccc(F)cc2)N1 (centres undefined)	2	-2	-1	-2	21	55	-12	3	-3	-0.6
8	COc1ccccc1-n1cc(-c2ccc([N+](=O)[O-])cc2)[nH]c1=S	-3	-55	2	4	35	12	-41	8	6	1.0
